hcGAS inh = Primary biochemical luminescence assay for human cyclic GMP-AMP synthase inhibitors; inhibition, % at 12.5 µM; 290,000 tested, 0.081% active; recombinant h-cGAS, ATP depletion, Kinase-Glo luminescence; Q8N884;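 also: 0% = vehicle reaction and 100% = reaction without DNA for no activity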
Target sequence (Q8N884 whole entry, looked up): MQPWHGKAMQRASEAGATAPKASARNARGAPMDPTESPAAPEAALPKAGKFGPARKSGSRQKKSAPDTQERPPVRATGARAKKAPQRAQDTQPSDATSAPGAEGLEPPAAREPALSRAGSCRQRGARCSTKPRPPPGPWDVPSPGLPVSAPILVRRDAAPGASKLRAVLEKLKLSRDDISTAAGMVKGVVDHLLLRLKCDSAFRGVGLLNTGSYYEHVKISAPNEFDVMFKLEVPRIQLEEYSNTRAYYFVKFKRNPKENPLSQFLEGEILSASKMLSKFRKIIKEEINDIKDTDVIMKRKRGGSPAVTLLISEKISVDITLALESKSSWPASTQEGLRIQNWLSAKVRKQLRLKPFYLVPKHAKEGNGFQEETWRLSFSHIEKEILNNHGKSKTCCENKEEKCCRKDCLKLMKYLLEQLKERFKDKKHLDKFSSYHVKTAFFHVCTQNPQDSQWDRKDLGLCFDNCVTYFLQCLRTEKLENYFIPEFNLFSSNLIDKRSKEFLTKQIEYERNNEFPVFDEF
NPYLR7 ag = agonists of mosquito NPYLR7 receptor, primary screen, cell-based, Aedes aegypti, calcium fluorescence, mosquito biting behavior. AID 1259423, 2018. HEK293T NPYLR7/Galpha15, GCaMP6s calcium fluorescence. activation, % at 10 µM. 270,000 tested, 0.15% active; in the data active = activation above about 40%;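 also: 0% = vehicle and 100% = reference agonist at the receptor; some compounds past the cut are filed as inactive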
mcGAS inh = cyclic GMP-AMP synthase inhibitors, mouse, primary biochemical chemiluminescence; recombinant cGAS, Kinase-Glo ATP depletion luminescence; inhibition, % at 12.5 µM; 160,000 tested, 0.15% active; AID 1259399, 2018;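 also: 0% = negative control wells and 100% = reference inhibitor with no enzyme activity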
Active calls of the source: *; / = not tested or not shown. Rule as the data show it, unless noted: active = inhibition above about 40%; inactive = the rest.

SMILES	hcGAS inh	NPYLR7 ag	mcGAS inh
Cc1cccc(C(=O)Nc2cc(C3CC3)nn2-c2nc(C)c(C)c(=O)[nH]2)c1	-4	15	/
O=C(CSc1nnc(-c2cccs2)n1C1CC1)NNC(=O)c1cccc([N+](=O)[O-])c1	0	-6	-5
Cn1cnc2c1c(=O)n(Cc1nc(N)nc(N3CCOCC3)n1)c(=O)n2C	-1	4	/
CCc1cc(=O)c2c(C)nn(-c3cc(C)cc(C)c3)c2[nH]1	-14	9	/
CC(C)n1cc(C(=O)N2CCN(C(=O)Cc3cccs3)CC2)c2nn(-c3ccccc3)c(=O)c-2c1	-2	-6	-9
c1ccc(COc2ccc3c(C4CC4)noc3n2)cc1	-7	23	-8
COc1ccc(NC(=O)CN2CN(c3ccccc3)C3(CCN(C(=O)c4ccccc4Br)CC3)C2=O)cc1	-1	-3	1
COc1cccc(CN2CCC(O)(c3ccccc3C)C2)c1O (stereo not given)	-4	-6	/
Cc1cccc2[nH]c(CN(C)C(=O)c3ccc(CSc4ncccn4)o3)nc12	0	5	-13
CN(C)c1nc2c(c(N(C)C)n1)CCN(C(=O)CNS(C)(=O)=O)C2	-9	22	-18
Nc1nc(CCC(=O)NCc2cccnc2-n2ccnc2)cs1	4	/	3
CCOC(=O)c1c(NC(=O)c2cccs2)c(-c2cccc(F)c2)cn1C	-4	15	-3
Cn1c(=O)c2cc(C(=O)NCc3ccccc3Cl)n(Cc3ccccc3)c2n(C)c1=O	0	5	-2
O=C(CSc1nc2c([nH]c3ccccc32)c(=O)n1-c1cccc(Cl)c1)NCC1CCCO1 (stereo not given)	-6	3	-6
C[C@@H]1CN(C(=O)CSc2nncn2C)C[C@@]1(O)C1CC1	-21	/	-9
COc1ccc2c(c1)CCc1cc(CCC(=O)N3CCc4ccccc4C3)n(CCc3cccc(F)c3)c1-2	4	9	3
Cc1ccc(C2=NN(C(=O)CN3CCN(c4ccccc4F)CC3)C(c3ccccc3Cl)C2)cc1 (stereo not given)	-1	-9	-4
COCc1nnc(C(=O)N2CC[C@@H](c3sccc3C)[C@H](O)C2)o1	-10	6	/
Cc1cccn2c(=O)cc(OCC(=O)NCc3ccccc3Cl)nc12	-7	-6	-8
CO[C@H]1[C@H](NC(=O)CSC)c2ccccc2C12CCN(Cc1cn[nH]c1-c1cccc(F)c1)CC2	-8	12	-11
CCC(Sc1ncc(S(=O)(=O)c2ccc(C)cc2)c(=O)[nH]1)C(=O)Nc1cc(Cl)ccc1C (stereo not given)	-2	0	1
CSCc1ccc(C(=O)NCc2ccccc2F)o1	-13	2	-5
O=C(c1scc2c1OCCO2)N1CCc2[nH]nc(-c3ccccc3)c2C1	-8	17	-12
COc1ccc(CN(Cc2ccc(F)cc2)C(=O)CC(C)C)cc1OS(=O)(=O)c1ccc(NC(C)=O)cc1	-1	25	-5
COCCN(C)CCCNC(=O)c1sc(C(C)(C)C)nc1C	3	0	/

The list goes on:
SMILES	hcGAS inh	NPYLR7 ag	mcGAS inh
c1ccc2c(c1)OCC(CCn1cnnc1)O2 (stereo not given)	-5	/	-10
Cc1cc(C(=O)N(C)C(C)c2ccncn2)c2cccc(C)c2n1 (stereo not given)	-3	1	-13
O=C(CCCc1ccccc1)Nc1ccnn1C1CCN(C(=O)CCc2cnccn2)CC1	-2	8	-3
COc1ccc(-c2n[nH]c(C(=O)O)c2C)c(OC)c1	-4	-4	-4
CC1=C(C(=O)OC2CCCC(C)C2)C(c2ccccc2[N+](=O)[O-])NC(=O)N1C (stereo not given)	-4	16	/
CCCCN1C(=O)C(=O)N(CC(=O)NC2CCS(=O)(=O)C2)C1=O (stereo not given)	2	2	/
Cc1cc(C)cc(COc2coc(CN3CCN(S(=O)(=O)c4ccc(Cl)cc4)CC3)cc2=O)c1	-13	24	-7
Cc1ccc(-c2nccn2-c2ccc(-n3cncn3)cc2)cc1	-2	0	-15
COc1ccccc1-n1ncc2c(C)nnc(SCC(=O)N3CCOCC3)c21	-7	-7	-8
CC1CN(c2nc3c(c(=O)[nH]c(=O)n3C)n2CCCSc2nc3ccccc3s2)CC(C)O1 (stereo not given)	-8	4	-5
Clc1ccc2c(NCCN3CCCC3)nc(-c3cccs3)nc2c1	18	4	10
Cc1ccc(NC(=O)CN(C)C(=O)c2cc3c(s2)CCCC3)cc1	3	-1	/
CC(C)N1CCN(C(=O)c2ccc(-n3cnnn3)cc2)CC1C (stereo not given)	0	1	/
CC1C(=O)Nc2ccc(-c3csc(NC(=O)C4CC=CCC4)n3)cc21 (stereo not given)	-1	6	/
Cc1ccc2nc(-c3ccc(C(F)(F)F)cc3)c(NC(C)(C)C)n2c1	-10	-5	-8
Cc1cc(O)c(C(c2ccc(F)cc2)c2c(O)cc(C)n(CCO)c2=O)c(=O)n1CCO	-10	4	-11
CC(C)c1ccc(-c2cc(C(=O)N3CCCC3)c3ccccc3n2)cc1	-4	2	-6
O=C(OCc1cc(-c2ccco2)on1)c1cc2ccccc2oc1=O	-7	-2	/
CSc1nc(N)c(C#N)c(Cc2ccccc2)c1C#N	5	0	0
O=C(O)C1C2C=CC(C2)C1C(=O)Nc1nc(-c2ccc(Cl)s2)cs1 (stereo not given)	3	2	/
O=C(Cc1ccccc1)Nc1nnc(SCCCOc2ccccc2)s1	-5	-3	-4
CSC(=Nc1ccc(Br)cc1)C(C#N)C#N	-7	4	-4
CC1Sc2ccccc2N(Cc2ccccc2Cl)C1=O (stereo not given)	0	9	/
O=C(c1ccco1)N(Cc1ccccc1)Cc1c(-c2ccccc2)noc1N1CCOCC1	-9	3	-5
Cc1ccc(C(=O)N2C(C(=O)NCc3ccco3)COC23CCN(C(=O)c2ccccc2Cl)CC3)cc1 (stereo not given)	-3	1	-4

Next part:
SMILES	hcGAS inh	NPYLR7 ag	mcGAS inh
CN1C(=O)CC(C(=O)O)SC1=Nc1cccc(C(F)(F)F)c1 (stereo not given)	-4	9	-5
O=C(c1ccco1)N1CCN(Cc2nc3ccccc3[nH]2)CC1	-5	-7	-3
Cc1cccc(Cn2cccc2CN(Cc2ccc(C(C)(C)C)cc2)C2CCCCC2)c1	-4	2	-4
COc1ccc2nc(-c3ccc(OC)c(NS(=O)(=O)c4ccc(C)s4)c3)cn2n1	1	-8	-4
Cc1cccc(C)c1NC(=O)c1ccc(CN(c2ccccc2)S(C)(=O)=O)cc1	-6	-11	/
CCOC(=O)c1c(NC(=O)CC(=O)OC)sc2c1CCN(c1ccc(Cl)nc1)C2	10	8	4
Cn1nc(C(=O)NNC(=O)CCc2ccc3c(c2)OCO3)c2ccccc2c1=O	-6	1	/
COCC(C)(NC(=O)c1sccc1C#N)c1ccccc1 (stereo not given)	-12	0	-6
Cc1cc(C)c(OCC(=O)Nc2ncccc2O)c(C)c1	3	-6	/
CCn1c(SCC(=O)NC2(C#N)CCCC2)nc2ccccc21	-2	2	/
CCOC(=O)c1nn(CCc2scnc2C)c2c1CN(C(=O)CCc1cccs1)CC2	-5	9	-15
O=c1[nH]c2cc3nc(C(F)(F)F)[nH]c3cc2[nH]1	6	8	/
COc1ccccc1N1CCN(C(=O)c2csc(CSc3nnc(-c4cccnc4)n3-c3cccc(Cl)c3)n2)CC1	-6	-4	-3
N#CC1(NC(=O)CN2CCN(S(=O)(=O)c3cc(Cl)ccc3Cl)CC2)CCCCCC1	-6	0	-6
C=CCN(Cc1cccc(OC)c1)C(=O)c1cc(-c2cnn(C)c2C)n[nH]1	-6	-9	-19
CCCc1nc(N2CCCN(C(=O)Cc3ccc(F)cc3)CC2)c2cnn(-c3ccccc3)c2n1	-11	/	-9
COCCN1CC(C(=O)NCC2(c3ccc(OC)cc3)CCCC2)CCC1=O (stereo not given)	-2	3	/
COC(=O)C1=C(C)N(C)C(C)=C(C(=O)OC)C1c1ccccc1C(F)(F)F	-2	-2	-5
CCCCN(CC(=O)Nc1cc(-c2ccccc2)nn1-c1ccccc1Cl)C(=O)/C=C/c1ccc([N+](=O)[O-])cc1	0	16	-3
O=C(CC1CC1)N1CCC(n2c(-c3ccccc3)nc3ccc(F)cc32)CC1	-4	-1	-4
Cc1ccc(Cl)c(OC2CC3CCC(C2)N3C(=O)c2ccc(CSc3nc(C)cs3)cc2)c1 (stereo not given)	-3	3	-5
O=C(NCc1ccncc1)c1ccc(CSc2nc(-c3ccccc3)cc(N3CCCC3)n2)cc1	-5	17	-7
CCOC(=O)C1CCN(C(=O)c2cccc(CSc3nc(C)cc(N4CCN(CC)CC4)n3)c2)CC1	1	0	-3
CN1CCCC1CCn1cnc(-c2ccccc2)c1-c1ccccc1C(=O)O (stereo not given)	-3	9	/
COC(=O)C[C@H]1C(C)(C)[C@@H](O)[C@@H]2CC3=C4C=C(OC)O[C@@H](c5ccoc5)[C@]4(C)CCC3[C@@]1(C)C2=O (stereo not given in full)	-3	/	-4

More structures follow:
SMILES	hcGAS inh	NPYLR7 ag	mcGAS inh
Cc1ccccc1OC1CCN(C(=O)CCc2nnc(C3CCCCC3)o2)CC1	8	2	/
CC1C(c2ccccc2)OC(c2ccccc2)N1C (stereo not given)	-15	11	/
Cc1cccc(C)c1-c1nc2ccccc2c(=O)n1Cc1ccc(F)cc1	-5	3	-7
COc1ccc(-n2nc(-c3cccc(OC)c3)cc2C(=O)NC2CC2)cc1	-8	/	-6
COc1ccc(S(=O)(=O)Oc2ccccc2CN(CC2CCCO2)C(=O)c2cccs2)cc1 (stereo not given)	-6	14	-4
Cc1c(C(C)NC(=O)c2ccc(Oc3ccccc3)o2)cnn1-c1ccccn1 (stereo not given)	-4	1	/
O=C1c2ccccc2C(=O)c2c1cccc2-c1ccc(/C=C2\SC(=S)N(c3ccccc3)C2=O)o1	-4	-5	-6
Cc1ccc(-c2nc3cc(C)ccn3c2NC(=O)CCC2CCCC2)cc1	2	-1	-3
Nc1cc(-c2ccc(Cl)cc2)nn1-c1ccc(C(=O)N[C@@H]2C[C@H]3CC[C@@H]2C3)cc1	-3	-4	-3
CC(C)OCCCNC(=O)c1cn(C)cc2c(=O)n(-c3ccccc3)nc1-2	-5	1	-7

Entries from the list above that contain a thiophene ring, fused or not (13):
SMILES	hcGAS inh	NPYLR7 ag	mcGAS inh
O=C(CSc1nnc(-c2cccs2)n1C1CC1)NNC(=O)c1cccc([N+](=O)[O-])c1	0	-6	-5
CC(C)n1cc(C(=O)N2CCN(C(=O)Cc3cccs3)CC2)c2nn(-c3ccccc3)c(=O)c-2c1	-2	-6	-9
CCOC(=O)c1c(NC(=O)c2cccs2)c(-c2cccc(F)c2)cn1C	-4	15	-3
COCc1nnc(C(=O)N2CC[C@@H](c3sccc3C)[C@H](O)C2)o1	-10	6	/
O=C(c1scc2c1OCCO2)N1CCc2[nH]nc(-c3ccccc3)c2C1	-8	17	-12
Clc1ccc2c(NCCN3CCCC3)nc(-c3cccs3)nc2c1	18	4	10
Cc1ccc(NC(=O)CN(C)C(=O)c2cc3c(s2)CCCC3)cc1	3	-1	/
O=C(O)C1C2C=CC(C2)C1C(=O)Nc1nc(-c2ccc(Cl)s2)cs1 (stereo not given)	3	2	/
COc1ccc2nc(-c3ccc(OC)c(NS(=O)(=O)c4ccc(C)s4)c3)cn2n1	1	-8	-4
CCOC(=O)c1c(NC(=O)CC(=O)OC)sc2c1CCN(c1ccc(Cl)nc1)C2	10	8	4
COCC(C)(NC(=O)c1sccc1C#N)c1ccccc1 (stereo not given)	-12	0	-6
CCOC(=O)c1nn(CCc2scnc2C)c2c1CN(C(=O)CCc1cccs1)CC2	-5	9	-15
COc1ccc(S(=O)(=O)Oc2ccccc2CN(CC2CCCO2)C(=O)c2cccs2)cc1 (stereo not given)	-6	14	-4

Source: PubChem
